GSH fluor = compound fluoresces at 488/530 nm on GSH beads. GSH beads flow cytometry, compound fluorescence 488/530 nm; stronger effect = higher value. fluorescence (KMESF) at 10 µM. 190,000 tested, 0.25% active; in the data active means fluorescence above about 89;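 further: glutathione beads carrying GST-tagged Bcl family fusion proteins plus one bare bead set; values are compound well signal with DMSO vehicle wells as background; inactives centre near 16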
ABCB1 block = inhibitors of human ABCB1 transporter, ABCG2 counter-screen. P08183. CCRF-Adr cells, JC-1 efflux, flow cytometry. inhibition, % at 6.6 µM. 190,000 tested, 0.067% active. AID 1326; in the data active means inhibition above about 40%;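 further: 0% = vehicle and 100% = reference inhibitor; higher value means more JC-1 retained so stronger ABCB1 efflux block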
ABCG2 block = human ABCG2 inhibition, ABCB1 as counter-screen | Q9UNQ0 | IgMXP3 cells, JC-1 efflux, flow cytometry | inhibition, % at 6.6 µM | 190,000 tested, 0.1% active | AID 1325;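 active means inhibition above 80%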;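 further: 0% = DMSO and 100% = nicardipine control wells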
Target sequence (Q9UNQ0 whole entry, looked up): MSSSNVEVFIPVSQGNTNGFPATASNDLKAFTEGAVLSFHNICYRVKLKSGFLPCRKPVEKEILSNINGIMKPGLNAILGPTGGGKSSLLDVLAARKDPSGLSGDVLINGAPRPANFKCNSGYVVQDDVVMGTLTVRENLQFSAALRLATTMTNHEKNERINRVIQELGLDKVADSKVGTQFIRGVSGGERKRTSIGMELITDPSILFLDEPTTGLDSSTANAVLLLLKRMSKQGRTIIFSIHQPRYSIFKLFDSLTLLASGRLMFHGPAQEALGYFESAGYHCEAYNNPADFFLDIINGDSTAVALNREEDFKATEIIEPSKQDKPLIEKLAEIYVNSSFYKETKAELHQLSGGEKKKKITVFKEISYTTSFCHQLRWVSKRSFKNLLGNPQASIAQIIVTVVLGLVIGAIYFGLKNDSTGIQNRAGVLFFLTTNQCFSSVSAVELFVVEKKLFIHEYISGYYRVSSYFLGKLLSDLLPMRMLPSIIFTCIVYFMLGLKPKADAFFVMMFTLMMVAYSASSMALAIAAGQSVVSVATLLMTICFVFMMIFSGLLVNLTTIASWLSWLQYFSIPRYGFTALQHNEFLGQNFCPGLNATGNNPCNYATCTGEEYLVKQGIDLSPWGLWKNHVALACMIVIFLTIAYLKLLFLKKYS
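test system = two drug-resistant human cell lines, ABCG2 and ABCB1 | amount = 3 million cells/mL final, two lines in 1:1 ratio | reagent = JC-1 transporter substrate | doses = one concentration, 6.6 µM final | incubation = 10 min at 25 °C | signal = flow cytometric JC-1 green MFI at 530 nm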
Mcl1 Noxa PPI = Mcl-1/Noxa interaction inhibition; Q07820; inhibition, % at 21.7 µM; 220,000 tested, 1.5% active; TR-FRET Mcl-1/Noxa peptide binding, 2 h;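 active means compounds that cut the protein-peptide binding signal by more than 50% relative to plate controls in a single-dose test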;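 further: His-tagged Mcl-1 with rhodamine Noxa BH3 peptide and terbium anti-His antibody; 0% = Mcl-1 plus Noxa peptide wells and 100% = peptide-only wells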
Target sequence (Q07820 whole entry, looked up): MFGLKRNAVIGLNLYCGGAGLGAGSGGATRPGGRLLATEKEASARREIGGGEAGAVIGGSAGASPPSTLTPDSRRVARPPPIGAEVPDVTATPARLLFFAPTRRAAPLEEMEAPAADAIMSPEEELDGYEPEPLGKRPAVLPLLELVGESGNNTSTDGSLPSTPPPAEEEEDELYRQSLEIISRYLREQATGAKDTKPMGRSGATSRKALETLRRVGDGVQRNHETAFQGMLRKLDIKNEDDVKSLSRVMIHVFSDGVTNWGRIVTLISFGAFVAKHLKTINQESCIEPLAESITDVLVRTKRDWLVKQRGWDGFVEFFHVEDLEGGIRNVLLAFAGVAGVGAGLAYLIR
RGS7-Gao reg = regulators of human RGS7-Galphao interaction. Multiplexed bead flow cytometry, RGS7-Galphao binding; actives lie on both sides. 220,000 tested, 0.35% active. AID 1439. P09471. binding response (% of control), % at 10 µM; in the data active means binding response below about 49% or above about 150%; inconclusive means no clear call, values can overlap the other calls; inactive means in between;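 further: fluorescent Galphao held in activated GDP-AlF4 state binding bead-coupled RGS7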
RGS4-Gao reg = human RGS4-Galphao interaction regulation | P09471 | Multiplexed bead flow cytometry, RGS4-Galphao binding; actives lie on both sides | binding response (% of control), % at 10 µM | 220,000 tested, 0.33% active | AID 1415; in the data active means binding response below about 49% or above about 150%; inactive means in between;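 further: fluorescent Galphao activated with aluminum fluoride binding bead-coupled RGS4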
Avidin fluor = avidin bead compound fluorescence profile; fluorescence (KMESF) at 10 µM; Avidin beads, compound fluorescence 488/530 nm, flow cytometry; stronger effect = higher value; AID 1775; 220,000 tested, 0.38% active; in the data active means fluorescence above about 47; further: inactives centre near 10
Pf gamet viab = P. falciparum stage V gametocyte viability inhibition. AID 743093. inhibition, % at 10.9 µM. P. falciparum stage V gametocytes, ATP luminescence, 24 h. 150,000 tested, 0.065% active;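 active means inhibition above the mean plus 3 SD of compounds within the control limits, set per campaign, cut at about 38% in these data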;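 further: 0% = DMSO wells and 100% = medium only without gametocytes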
RGS8-Gao = modulates binding of RGS8 to human Galphao. P09471. multiplexed bead flow cytometry; actives lie on both sides. response (percent of control binding), % at 10 µM. 220,000 tested, 0.34% active. AID 1423; in the data active means response below about 60% or above about 140%; inactive means in between;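 further: Galphao activated as the GDP aluminium fluoride complex binding bead-coupled RGS8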
Bim-Mcl-1 = inhibitors of Bim-Mcl-1 interaction, human; inhibition, % at 10 µM; Q07820; Bead-based flow cytometry, Bim peptide-Mcl-1 binding; 190,000 tested, 0.1% active; in the data active means inhibition above about 40%;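 further: 0% = no compound tracer wells and 100% = peptide blocker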
Mcl1 Bid PPI = Mcl-1/Bid interaction inhibition; TR-FRET Mcl-1/Bid-Dy647 peptide binding, 1536-well; inhibition, % at 21.7 µM; 220,000 tested, 0.97% active; Q07820;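 active means compounds that cut the binding signal by more than half at the single screening dose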;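 further: His-tagged Mcl-1 with europium anti-His antibody binding Bid BH3 peptide; 0% = Mcl-1 plus peptide wells and 100% = peptide-only wells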
Active calls of the source: *.

What do the screens show for `C=C(C)C1CC=C(C)/C(=N/NC(=O)CNc2ccc(C)cc2C)C1` (centres undefined)?
GSH fluor: 6; ABCB1 block: 0.0; ABCG2 block: 0.2; Mcl1 Noxa PPI: 4.5; RGS7-Gao reg: 98.8; RGS4-Gao reg: 100.2; Avidin fluor: 3; RGS8-Gao: 100.3; Bim-Mcl-1: -3.0; Mcl1 Bid PPI: -54.3

What do the screens show for `CC1=C(c2ccc(C)cc2)S(=O)(=O)N(CC(=O)O)C1=O`?
GSH fluor: 30; ABCB1 block: 0.2; ABCG2 block: 2.7; Mcl1 Noxa PPI: 3.0; RGS7-Gao reg: 102.7; RGS4-Gao reg: 101.8; Avidin fluor: 14; RGS8-Gao: 102.5; Bim-Mcl-1: 0.0; Mcl1 Bid PPI: -15.9

What do the screens show for `C=C1CC(C(=O)N/N=C/c2ccccc2)C1`?
GSH fluor: 19; ABCB1 block: 0.3; ABCG2 block: 1.1; Mcl1 Noxa PPI: -1.4; RGS7-Gao reg: 97.1; RGS4-Gao reg: 97.6; Avidin fluor: 3; Pf gamet viab: -3.5; RGS8-Gao: 102.1; Bim-Mcl-1: -26.0; Mcl1 Bid PPI: -15.3

How did Cc1cccc(OCC(=O)Nc2ccc(S(=O)(=O)Nc3cc(C)nc(C)n3)cc2)c1 do in these assays?
GSH fluor: 21; ABCB1 block: -0.2; ABCG2 block: -0.1; Mcl1 Noxa PPI: 2.0; RGS7-Gao reg: 100.3; RGS4-Gao reg: 96.5; Avidin fluor: 12; Pf gamet viab: 15.1; RGS8-Gao: 103.8; Bim-Mcl-1: 0.0; Mcl1 Bid PPI: -14.8

Results for CCCCC(=O)NC(=S)NNC(=O)c1ccc(OC)cc1 ?
GSH fluor: 9; ABCB1 block: 0.0; ABCG2 block: 2.7; Mcl1 Noxa PPI: -19.9; RGS7-Gao reg: 100.6; RGS4-Gao reg: 99.0; Avidin fluor: 11; Pf gamet viab: 22.0; RGS8-Gao: 99.8; Bim-Mcl-1: 2.0; Mcl1 Bid PPI: -36.0

How did CCN1C(=O)c2ccccc2S(=O)(=O)c2ccc(C(=O)N3CCOCC3)cc21 do in these assays?
GSH fluor: 25; ABCB1 block: 0.0; ABCG2 block: 0.1; Mcl1 Noxa PPI: -4.3; RGS7-Gao reg: 100.1; RGS4-Gao reg: 102.1; Avidin fluor: 7; RGS8-Gao: 103.7; Bim-Mcl-1: 0.0; Mcl1 Bid PPI: -3.2

What do the screens show for `O=C(O)CSC(C(=O)Nc1ccc(Br)cc1)c1ccccc1` (centres undefined)?
GSH fluor: 27; ABCB1 block: 0.3; ABCG2 block: 4.4; Mcl1 Noxa PPI: 9.7; RGS7-Gao reg: 97.4; RGS4-Gao reg: 98.3; Avidin fluor: 9; Pf gamet viab: -1.3; RGS8-Gao: 97.7; Bim-Mcl-1: -3.0; Mcl1 Bid PPI: -12.6

What do the screens show for `COc1ccc(C2N(c3ccc(Cl)cc3)C(=O)C3CCCN32)cc1` (centres undefined)?
GSH fluor: 25; ABCB1 block: 0.3; ABCG2 block: 0.3; Mcl1 Noxa PPI: 15.7; RGS7-Gao reg: 102.9; RGS4-Gao reg: 100.3; Avidin fluor: 7; RGS8-Gao: 99.3; Bim-Mcl-1: 4.0; Mcl1 Bid PPI: -6.3

How did Fc1ccc(NCc2ccccc2F)cc1Cl do in these assays?
GSH fluor: 23; ABCB1 block: 0.8; ABCG2 block: 2.6; Mcl1 Noxa PPI: 5.0; RGS7-Gao reg: 98.7; RGS4-Gao reg: 101.8; Avidin fluor: 14; Pf gamet viab: 6.6; RGS8-Gao: 104.3; Bim-Mcl-1: 0.0; Mcl1 Bid PPI: -35.6

What do the screens show for `CCN(CC)c1ccc(C=N/C(C#N)=C(\N)C#N)cc1`?
GSH fluor: 40; ABCB1 block: 0.2; ABCG2 block: 0.6; Mcl1 Noxa PPI: 21.7; RGS7-Gao reg: 104.0; RGS4-Gao reg: 102.7; Avidin fluor: 2; RGS8-Gao: 103.5; Bim-Mcl-1: 0.0; Mcl1 Bid PPI: -99.8

How did CCCCn1c(CN2CCN(c3ccc(F)cc3)CC2)nc2c1c(=O)n(C)c(=O)n2C do in these assays?
GSH fluor: 19; ABCB1 block: -1.6; ABCG2 block: -2.3; Mcl1 Noxa PPI: -0.7; RGS7-Gao reg: 111.5; RGS4-Gao reg: 104.1; Avidin fluor: 11; RGS8-Gao: 104.3; Bim-Mcl-1: 0.0; Mcl1 Bid PPI: -11.8

Results for CCOC(=O)c1c[nH]c(=S)n1C ?
Mcl1 Noxa PPI: 12.0; RGS7-Gao reg: inconclusive; RGS4-Gao reg: 109.9; Avidin fluor: 29; Pf gamet viab: 20.4; RGS8-Gao: 102.7; Mcl1 Bid PPI: -40.0

Results for COCc1[nH]c(=S)[nH]c(=O)c1C ?
Mcl1 Noxa PPI: 24.7; RGS7-Gao reg: inconclusive; RGS4-Gao reg: 102.3; Avidin fluor: 6; Pf gamet viab: -19.7; RGS8-Gao: 99.4; Mcl1 Bid PPI: -145.0

How did Cc1ccc(S(=O)(=O)C2(C(=O)N3CCCC(C)C3)CC2)cc1 (centres undefined) do in these assays?
GSH fluor: 32; ABCB1 block: 0.0; ABCG2 block: 3.9; Mcl1 Noxa PPI: 0.2; RGS7-Gao reg: 98.9; RGS4-Gao reg: 99.6; Avidin fluor: 12; RGS8-Gao: 101.0; Bim-Mcl-1: -4.0; Mcl1 Bid PPI: 15.9

What do the screens show for `Cc1ccc(C(=O)Cn2ncsc2=N)cc1`?
GSH fluor: 11; ABCB1 block: 0.2; ABCG2 block: 1.4; Mcl1 Noxa PPI: -6.3; RGS7-Gao reg: 96.7; RGS4-Gao reg: 98.6; Avidin fluor: 37; RGS8-Gao: 98.9; Bim-Mcl-1: -2.0; Mcl1 Bid PPI: -5.6

Results for COc1ccc(-c2csc(NC(=O)c3ccc(N4C(=O)CCC4=O)cc3)n2)cc1 ?
GSH fluor: 14; ABCB1 block: 2.4; ABCG2 block: 40.9; Mcl1 Noxa PPI: 14.3; RGS7-Gao reg: 107.4; RGS4-Gao reg: 99.5; Avidin fluor: 12; Pf gamet viab: -1.9; RGS8-Gao: 100.6; Bim-Mcl-1: 0.0; Mcl1 Bid PPI: -7.9

How did O=C(CSc1nc2ccccc2n1S(=O)(=O)c1ccccc1)N1CCCC1 do in these assays?
GSH fluor: 20; ABCB1 block: 1.4; ABCG2 block: 6.7; Mcl1 Noxa PPI: -8.4; RGS7-Gao reg: 98.5; RGS4-Gao reg: 105.5; Avidin fluor: 13; Pf gamet viab: -14.6; RGS8-Gao: 100.7; Bim-Mcl-1: -6.0; Mcl1 Bid PPI: -0.7

What do the screens show for `CCCNC(=O)C1CC(=O)N(c2ccc(OCC)cc2)C1` (centres undefined)?
GSH fluor: 10; ABCB1 block: 0.3; ABCG2 block: 1.0; Mcl1 Noxa PPI: 6.0; RGS7-Gao reg: 108.2; RGS4-Gao reg: 102.2; Avidin fluor: 15; Pf gamet viab: 4.1; RGS8-Gao: 103.1; Bim-Mcl-1: 0.0; Mcl1 Bid PPI: 9.2

How did CC1CCN(S(=O)(=O)c2ccc(NC(=O)Cc3ccccc3)cc2)CC1 do in these assays?
GSH fluor: 11; ABCB1 block: -0.2; ABCG2 block: 1.1; Mcl1 Noxa PPI: 4.5; RGS7-Gao reg: 102.5; RGS4-Gao reg: 100.4; Avidin fluor: 11; RGS8-Gao: 101.1; Bim-Mcl-1: -3.0; Mcl1 Bid PPI: 0.3

How did COc1ccc(COc2cc(-c3cccc(OC)c3)nc3ccc(NC(=O)c4ccc(N(C)C)cc4)cc23)cc1 do in these assays?
GSH fluor: 19; ABCB1 block: -1.4; ABCG2 block: -4.1; Mcl1 Noxa PPI: -9.8; RGS7-Gao reg: 100.2; RGS4-Gao reg: 95.2; Avidin fluor: 8; RGS8-Gao: 107.9; Bim-Mcl-1: -2.0; Mcl1 Bid PPI: -2.4

Results for CCCNC(=O)c1ccccc1NC(=O)c1ccccc1SC ?
GSH fluor: 16; ABCB1 block: 0.7; ABCG2 block: 12.7; Mcl1 Noxa PPI: 16.6; RGS7-Gao reg: inconclusive; RGS4-Gao reg: 97.9; Avidin fluor: 9; Pf gamet viab: 14.5; RGS8-Gao: 98.7; Bim-Mcl-1: -1.0; Mcl1 Bid PPI: -15.8

What do the screens show for `O=C(c1ccccc1F)N1CCN(c2cnn(-c3cccc(Cl)c3)c(=O)c2Cl)CC1`?
GSH fluor: 16; ABCB1 block: 3.9; ABCG2 block: 18.9; Mcl1 Noxa PPI: 5.9; RGS7-Gao reg: inconclusive; RGS4-Gao reg: 98.5; Avidin fluor: 9; Pf gamet viab: 17.8; RGS8-Gao: 100.8; Bim-Mcl-1: 0.0; Mcl1 Bid PPI: -24.1

How did Cc1cc(C)nc(/N=C2\NC(=O)CC(C(=O)O)N2CCc2c[nH]c3ccccc23)n1 (centres undefined) do in these assays?
GSH fluor: 20; ABCB1 block: -1.4; ABCG2 block: -1.7; Mcl1 Noxa PPI: -1.0; RGS7-Gao reg: 100.5; RGS4-Gao reg: 99.5; Avidin fluor: 7; RGS8-Gao: 100.3; Bim-Mcl-1: -2.0; Mcl1 Bid PPI: -24.9

How did Cc1ccc(C(=O)OCC(=O)c2ccc(Cl)s2)s1 do in these assays?
GSH fluor: 26; ABCB1 block: 0.1; ABCG2 block: 2.7; Mcl1 Noxa PPI: 25.3; RGS7-Gao reg: 96.7; RGS4-Gao reg: 97.1; Avidin fluor: 17; RGS8-Gao: 96.6; Bim-Mcl-1: -1.0; Mcl1 Bid PPI: -4.3

What do the screens show for `CS(=O)(=O)N(CC(=O)Nc1cccc([N+](=O)[O-])c1)c1ccccc1F`?
GSH fluor: 9; ABCB1 block: 0.4; ABCG2 block: 1.0; Mcl1 Noxa PPI: -11.6; RGS7-Gao reg: 104.4; RGS4-Gao reg: 99.7; Avidin fluor: 20; Pf gamet viab: -16.5; RGS8-Gao: 105.6; Bim-Mcl-1: 3.0; Mcl1 Bid PPI: -16.2

Results for CCOC(=O)c1ccc(NC(=O)Oc2cc(C)c(Cl)cc2C(C)C)cc1 ?
Mcl1 Noxa PPI: -3.8; RGS7-Gao reg: inconclusive; RGS4-Gao reg: 98.4; Avidin fluor: 8; RGS8-Gao: 100.7; Mcl1 Bid PPI: -6.3

How did Cc1nn(Cc2ccc([N+](=O)[O-])cc2)c(=O)n1N(C)c1ncc(C(F)(F)F)cc1Cl do in these assays?
GSH fluor: 11; ABCB1 block: 1.4; ABCG2 block: 3.4; Mcl1 Noxa PPI: 14.1; RGS7-Gao reg: 101.9; RGS4-Gao reg: 102.9; Avidin fluor: 8; RGS8-Gao: 99.8; Bim-Mcl-1: -2.0; Mcl1 Bid PPI: -17.4

How did COc1cccc(C(=O)N/N=C(/CCC(=O)O)c2ccccc2)c1 do in these assays?
GSH fluor: 4; ABCB1 block: 0.3; ABCG2 block: 9.5; Mcl1 Noxa PPI: 9.0; RGS7-Gao reg: 100.6; RGS4-Gao reg: 99.2; Avidin fluor: 13; Pf gamet viab: -10.7; RGS8-Gao: 107.3; Bim-Mcl-1: -1.0; Mcl1 Bid PPI: -15.0

Source: PubChem BioAssay
